Avidin bead fluor = compound fluoresces at 488/530 nm on avidin beads | fluorescence (KMESF) at 10 µM | 220,000 compounds, 0.38% hits | compound fluorescence 488/530 nm, flow cytometry; active compounds read high | AID 1775; in the data active = fluorescence above about 47; note: inactives centre near 10
Bim-Mcl-1 = inhibitors of Bim-Mcl-1 interaction, human. Q07820. Bead-based flow cytometry, Bim peptide-Mcl-1 binding. inhibition, % at 10 µM. 190,000 compounds, 0.1% hits; in the data active = inhibition above about 40%;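 note: 0% = no compound tracer wells and 100% = peptide blocker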
Target sequence (Q07820 whole entry, looked up): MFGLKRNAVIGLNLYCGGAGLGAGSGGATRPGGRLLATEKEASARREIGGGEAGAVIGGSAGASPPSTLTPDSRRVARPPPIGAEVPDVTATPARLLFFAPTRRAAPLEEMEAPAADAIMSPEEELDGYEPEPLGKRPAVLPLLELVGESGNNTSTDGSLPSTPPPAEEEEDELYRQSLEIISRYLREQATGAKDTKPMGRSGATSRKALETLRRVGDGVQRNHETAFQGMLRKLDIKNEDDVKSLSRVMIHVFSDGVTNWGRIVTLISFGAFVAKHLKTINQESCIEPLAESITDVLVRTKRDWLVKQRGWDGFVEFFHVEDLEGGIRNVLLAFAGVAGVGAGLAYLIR
Mcl1 Noxa PPI = disrupts binding of human Mcl-1 to Noxa peptide | Q07820 | TR-FRET Mcl-1/Noxa peptide binding, 2 h | inhibition, % at 21.7 µM | 220,000 compounds, 1.5% hits | AID 1022;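 active = compounds that cut the protein-peptide binding signal by more than 50% relative to plate controls in a single-dose test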;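 note: His-tagged Mcl-1 with rhodamine Noxa BH3 peptide and terbium anti-His antibody; 0% = Mcl-1 plus Noxa peptide wells and 100% = peptide-only wells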
Mcl1-Bid inh = disrupts binding of human Mcl-1 to Bid peptide; inhibition, % at 21.7 µM; 220,000 compounds, 0.97% hits; TR-FRET Mcl-1/Bid-Dy647 peptide binding, 1536-well;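 active = compounds that cut the binding signal by more than half at the single screening dose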;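 note: His-tagged Mcl-1 with europium anti-His antibody binding Bid BH3 peptide; 0% = Mcl-1 plus peptide wells and 100% = peptide-only wells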
Rac1 mut GTP = alters GTP binding to activated mutant human Rac1 | P63000 | GST-Rac1 activated beads, fluorescent GTP binding, flow cytometry; actives lie on both sides; 100% means binding = to untreated wells | percent activity (GTP binding), % at 10 µM | 190,000 compounds, 0.11% hits;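 active = GTP binding at least 20 percentage points away from the 100% baseline, in either direction, so actives lie on both sides; inconclusive = Compound likely fluorescent itself, or too few beads counted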
Pf gametocyte = inhibitors of late stage P. falciparum gametocyte viability; P. falciparum stage V gametocytes, ATP luminescence, 24 h; 150,000 compounds, 0.065% hits; inhibition, % at 10.9 µM;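 active = inhibition above the mean plus 3 SD of compounds within the control limits, set per campaign, cut at about 38% in these data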;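 note: 0% = DMSO wells and 100% = medium only without gametocytes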
HRas wt GTP bind = changes GTP binding to wildtype human HRas; GST-Ras wt beads, Bodipy-FL-GTP binding, flow cytometry; actives lie on both sides; 190,000 compounds, 0.14% hits; GTP binding activity, % at 10 µM;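 active = GTP binding activity at least 20% away from the 100% baseline, either lowered as inhibitor or raised as activator; inconclusive = flagged as likely green fluorescent, judged across all proteins in the well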;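 note: 0% = unlabeled GTP competition control and 100% = no-compound control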
Target sequence (P01112 whole entry, looked up): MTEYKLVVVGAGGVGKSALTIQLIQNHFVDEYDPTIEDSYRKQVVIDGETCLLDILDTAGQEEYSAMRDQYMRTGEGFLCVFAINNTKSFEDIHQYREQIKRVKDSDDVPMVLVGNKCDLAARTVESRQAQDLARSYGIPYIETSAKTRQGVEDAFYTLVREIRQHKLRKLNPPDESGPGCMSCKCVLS
Cdc42 wt = human Cdc42 wildtype GTP binding change, either direction; P60953; GST-Cdc42 beads, Bodipy-GTP binding, flow cytometry; actives lie on both sides; percent activity (GTP binding), % at 10 µM; 190,000 compounds, 0.2% hits;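 active = percent activity GTP binding at least 20 points away from the 100% baseline, either down as inhibitor or up as activator; inconclusive = compound flagged as likely green fluorescent from well-wide comparison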;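 note: median bead fluorescence of bound Bodipy-FL-GTP at 100 nM; 0% = excess unlabeled GTP control and 100% = no compound control; below 100% means less GTP binding so inhibitor and above means activator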
Target sequence (P60953 whole entry, looked up): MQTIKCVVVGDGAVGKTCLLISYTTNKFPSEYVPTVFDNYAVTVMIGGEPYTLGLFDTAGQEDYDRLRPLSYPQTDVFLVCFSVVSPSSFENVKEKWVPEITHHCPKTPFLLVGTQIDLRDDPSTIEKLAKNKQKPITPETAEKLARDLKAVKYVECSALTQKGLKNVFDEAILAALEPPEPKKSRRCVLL
Rab7 wt modul = modulators of GTP binding to dog Rab7 wildtype GTPase | 190,000 compounds, 0.055% hits | AID 758 | GST-Rab7 beads, fluorescent GTP binding, flow cytometry; actives lie on both sides; untreated = 100%, excess cold GTP = 0% | GTP binding activity (percent of control), % at 10 µM;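 active = fluorescent GTP binding to Rab7 beads changed by at least 20 points from the 100% baseline, either direction, mostly lower; inconclusive = compound itself probably fluorescent, or too few beads counted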;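 note: median green fluorescence of bound Bodipy-FL-GTP per Rab7 bead population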
Rac1 wt modul = human Rac1 wildtype GTP binding, inhibitors and activators; 190,000 compounds, 0.27% hits; P63000; GST-Rac1 beads, fluorescent GTP binding, flow cytometry; actives lie on both sides; 0 = cold GTP competed, 100 = untreated; GTP binding activity (% of control), % at 10 µM;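 active = GTP binding activity at least 20 points away from the 100% control level, either lower or higher; inconclusive = compound flagged as likely green fluorescent, judged across all proteins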
Rab2 wt GTP = changes GTP binding to wildtype dog Rab2A, up or down | P61105 | GST-Rab2 wt beads, Bodipy-GTP binding, flow cytometry | GTP binding activity, % at 10 µM | 190,000 compounds, 0.19% hits | AID 760;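 active = GTP binding activity at least 20 points away from 100%, either lowered or raised; inconclusive = signal likely due to the compound's own green fluorescence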;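 note: 0% = beads with excess unlabeled GTP and 100% = no-compound control corrected for plate trend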
Active calls of the source: *; ? = inconclusive; . = no result given.

SMILES	Avidin bead fluor	Bim-Mcl-1	Mcl1 Noxa PPI	Mcl1-Bid inh	Rac1 mut GTP	Pf gametocyte	HRas wt GTP bind	Cdc42 wt	Rab7 wt modul	Rac1 wt modul	Rab2 wt GTP
Cc1cccc(COCC(CC(C)C)N2CCN(C(=O)c3ccc(C(F)(F)F)cc3)CCC2=O)c1 (configuration not stated)	9	0	14	14	101	1	102	107	100	106	101
Cc1cccc2cncc(OCc3nnc(SC(F)F)n3C)c12	23	0	11	-8	96	3	98	94	100	100	95
CCOC(=O)c1[nH]c(C)c(C(=O)NCc2cccnc2)c1C	3	0	6	-16	97	.	92	95	89	96	96
Cc1cc(Oc2ccc(=O)n(C)n2)nc(Oc2ccc(=O)[nH]n2)n1	10	3	11	-38	97	.	100	100	98	100	102
CN(C)S(=O)(=O)N(Cc1ccc(Br)cc1)c1ccccc1	23	-1	1	-12	99	.	100	99	99	101	98
COc1cc(NC(=S)NNC(=O)CC(C)C)c(OC)cc1Cl	13	-5	-6	-58	99	.	100	106	97	106	98
Cc1csc(CN(C)C(=O)CC2C(=O)NCCN2CC(C)(C)C)n1 (configuration not stated)	13	-3	8	-10	98	-20	99	95	104	98	99
COc1ccc(OC)c(Nc2nc(-c3sc(NC(=O)C(C)(C)C)nc3C)cs2)c1	37	-1	33	-7	100	-21	101	102	100	102	99
Cc1onc(-c2c(F)cccc2Cl)c1C(=O)NC1=NCCS1	17	-4	1	-15	97	.	99	101	97	96	101
CC(C)(C)c1ccccc1OCC(=O)NCCC(=O)O	8	0	0	-12	98	1	99	101	97	100	97
Cc1cccc(N=Nc2ccc(O)c3ncccc23)c1	2	2	-19	-85	97	16	97	95	104	96	96
O=c1[nH]c(CSc2nnc(-c3ccccc3)n2C2CCCCC2)nc2ccccc12	37	-3	1	-29	99	.	102	102	101	103	101
CN(C)CC(=O)Nc1ccc(S(N)(=O)=O)cc1	5	0	21	-17	99	.	98	102	100	101	99
O=c1[nH]c(CSc2nc(-c3ccccc3)cs2)nc2ccccc12	3	-4	19	-8	97	.	98	101	99	101	98
Cc1noc(C)c1S(=O)(=O)NCCN1CCN(c2ccccc2)CC1	35	0	3	-21	101	.	100	102	99	104	100
C/C(N)=C(\C#N)C(=O)NCCc1ccccn1	10	-2	1	-30	96	-23	98	97	92	96	97
COC(=O)CSc1nnc(-c2ccc(OC)c(OC)c2)o1	3	0	-11	-20	97	.	99	96	102	96	98
O=C(Nc1cccnc1Cl)c1cc(-c2ccco2)on1	6	-3	17	-17	103	.	106	105	100	104	104
CCOc1ccccc1C(=O)NN1C(=O)C2CCCCC2C1=O (configuration not stated)	4	-1	19	-24	100	-15	100	99	97	106	95
O=C1OC(/C(=C\Nc2ccc(F)cc2F)[N+](=O)[O-])c2ccccc21 (configuration not stated)	9	0	8	-25	80	1	85	82	89	85	85
CCN(C(=O)CC(C)C)c1nnc(Cn2nnc3ccccc32)s1	23	1	-5	-22	96	.	94	98	92	93	96
Cc1cccc(-n2nnc(C(=O)Nc3ccc(F)cc3)c2N)c1	6	-3	-21	13	98	.	99	99	99	103	99
O=C(NCCCN1CCCC1=O)NC12CC3CC(CC(C3)C1)C2	17	3	5	7	93	.	97	98	97	96	95
COc1ccc(C(=O)CSc2nnc(CNC(=O)c3ccc(OC)c(OC)c3)n2C)cc1	22	-2	-13	-10	99	.	99	100	99	98	99
C=CCNC(=S)NNC(=O)C(CCCC)CC(C)O (configuration not stated)	7	0	10	-12	103	-40	104	108	102	112	105
Further results
SMILES	Avidin bead fluor	Bim-Mcl-1	Mcl1 Noxa PPI	Mcl1-Bid inh	Rac1 mut GTP	Pf gametocyte	HRas wt GTP bind	Cdc42 wt	Rab7 wt modul	Rac1 wt modul	Rab2 wt GTP
N#CCCN(CCC#N)C(=O)COc1ccc(Cl)cc1Cl	31	-1	-17	-4	98	.	101	102	99	108	100
CC1CCCCC1NS(=O)(=O)c1ccc(S(=O)(=O)N2CCN(CCC#N)CC2)cc1 (configuration not stated)	6	-2	-9	-21	98	.	100	95	99	101	100
CCn1cc(Cl)c(C(=O)NNC(=O)CCn2nc(C)c([N+](=O)[O-])c2C)n1	14	-10	-10	-7	98	.	100	102	102	104	97
Cc1cc(F)c(F)c(C(=O)N2CCCCC2C)c1Cl (configuration not stated)	11	0	0	1	97	21	99	98	104	99	100
Oc1[nH]c2ccccc2c1C=Nc1ccc2c(c1)OCCO2	37	-4	8	-50	99	15	100	105	97	107	101
COc1ccccc1N1CCN(C(=O)c2cc(-c3ccc(Cl)c(Cl)c3)on2)CC1	31	0	3	-3	98	10	99	98	101	101	99
CCOC(=O)CNC(=O)CSc1ncnc2c1cnn2-c1ccccc1	5	0	2	-25	103	-8	103	104	101	108	104
CC(=O)Nc1cc(NC(C)=O)cc(C(=O)OCC(=O)N2CC(C)OC(C)C2)c1 (configuration not stated)	10	1	17	-28	99	.	100	100	102	99	99
CCCN(C(=O)CSc1nc2c(cnn2-c2ccccc2)c(=O)[nH]1)C1CCS(=O)(=O)C1 (configuration not stated)	7	-1	10	-22	97	-16	101	100	102	102	98
COc1cc(OC)cc(C(=O)N2CCC(C(=O)Nc3ccc4c(c3)OCCO4)CC2)c1	6	-1	14	-8	97	22	102	105	98	106	101
O=C1C=C(NCC2CCCO2)CC(c2ccccc2)C1 (configuration not stated)	2	-3	3	-17	98	.	98	96	97	100	97
CC(C)(C)C(=O)/C(C#N)=C/c1ccc(O)cc1	5	-3	4	1	?	-8	?	?	?	?	?
CCC(Sc1ccc2nnc(-c3cccnc3)n2n1)C(=O)OC (configuration not stated)	21	3	19	-10	96	21	101	98	107	101	100
CC(C)COP(=O)(c1ccc(N(C)C)cc1)C(O)c1ccncc1 (configuration not stated)	9	0	18	-17	102	.	104	105	102	105	103
COC(=O)c1sccc1NC(=O)Nc1ccc(Cl)c(Cl)c1	2	-2	-11	-1	96	.	93	94	90	96	92
CN(C)c1ccc(/C=N/NC(=O)CCCO)cc1	9	-5	28	-55	100	4	102	103	109	103	105
CCOc1ccc(NCCC#N)cc1	35	-5	6	-44	99	5	101	103	103	102	101
C=CCn1c(=O)c2c3c(sc2n2c(Nc4ccc(C(=O)OCC)cc4)nnc12)CCCC3	6	3	-2	-8	96	-14	98	97	95	98	94
C=CCNC(=O)c1onc(CSc2cccc(Cl)c2)c1C(=O)O	10	-1	36	24	94	.	97	95	95	94	95
COc1ccccc1NC(=O)c1nn(-c2ccc(F)c(F)c2)ccc1=O	12	-5	3	-12	99	9	98	96	100	103	99
CCC(CC)C(=O)c1c[nH]c(C(=O)NCCCN2CCOCC2)c1	27	0	-9	-4	102	18	104	102	103	104	104
CCN(CC)S(=O)(=O)c1ccc(Cl)c(NC(=O)c2cc(Cl)cc(Cl)c2)c1	4	-3	8	-27	101	0	101	101	102	103	99
CCc1ccc(CCC(=O)Nc2sc(C)c(C)c2C(=O)OC)o1	7	-2	7	-27	95	.	100	96	98	94	97
C=CCn1c(SCC(=O)Nc2cc(C)c(Cl)cc2OC)nnc1-c1ccco1	7	0	21	-12	97	5	101	104	101	104	100
Cc1ccc(C(=O)NCCn2c(N)c(C#N)c3nc4ccccc4nc32)cc1	12	-9	4	7	97	.	100	97	102	98	97
Following part:
SMILES	Avidin bead fluor	Bim-Mcl-1	Mcl1 Noxa PPI	Mcl1-Bid inh	Rac1 mut GTP	Pf gametocyte	HRas wt GTP bind	Cdc42 wt	Rab7 wt modul	Rac1 wt modul	Rab2 wt GTP
Cc1ccc(C(=O)n2nc(-c3ccccc3)nc2NCc2ccco2)cc1	10	4	12	-8	96	.	100	96	98	97	100
CNC(=O)/C(C#N)=C/c1c(N(Cc2ccccc2)Cc2ccccc2)nc2ccccn2c1=O	13	-6	5	20	101	24	100	105	98	102	101
C#CCN1C(=O)C2C(C(=O)NC)C3C=CC2(O3)C1C(=O)NCc1ccc(OC)cc1 (configuration not stated)	11	-2	11	-1	102	.	103	106	99	108	103
CCSC1=C(C#N)C(c2ccccc2Cl)C(C(=O)c2cccs2)C(O)(C(F)(F)F)N1 (configuration not stated)	6	0	-17	-15	95	12	96	95	94	96	93
COc1ccc(N2CCCn3c2nc2c3c(=O)n(CCCc3ccccc3)c(=O)n2C)cc1	23	0	20	-19	100	.	100	101	95	102	99
O=C(COc1ccccc1)Nc1ccc(NC(=O)c2ccco2)cc1	26	-2	7	0	95	18	101	102	104	102	101
Cc1ccc(Oc2cc(C#N)c(C#N)cc2-n2nnc3ccccc32)cc1C	7	0	-8	-21	100	.	104	101	103	105	101
Cc1ccc(/C=C/C(=O)CCC(=O)O)cc1	8	-2	17	-33	90	.	92	93	94	93	90
CCc1ccc(Nc2nnc(SCc3cc(=O)n4ccsc4n3)s2)cc1	2	0	15	-44	99	.	100	100	94	100	98
CC(NS(=O)(=O)c1ccc(CCC(=O)NCc2cccnc2)cc1)c1ccccc1 (configuration not stated)	11	0	12	-14	96	17	96	98	98	97	96
O=C(NCc1cccs1)C1CCCN(c2ncccn2)C1 (configuration not stated)	11	4	6	-8	102	-3	103	104	101	109	105
CC1=[N+](CC(=O)c2ccccc2)CCn2cccc21	11	-2	8	-35	95	12	95	97	97	97	97
CCN(CC)S(=O)(=O)c1ccc2nc(NC(=O)c3cccs3)sc2c1	10	0	.	-1	?	-16	?	?	?	?	?
COC(=O)CC1C(=O)NCCN1C(=O)CSc1nc2cc(Cl)ccc2o1 (configuration not stated)	9	-2	-2	-41	92	-1	94	97	91	95	93
CCCCCc1nc2c(=O)[nH]c3ccccc3c2o1	9	0	77*	-19	99	.	99	97	102	99	99
Cc1ccc(C(=O)NC(=C(Cl)Cl)S(=O)(=O)c2ccccc2)cc1	16	-3	15	-3	97	4	99	96	98	98	98
O=C(/C=C/c1cn(-c2ccccc2)nc1-c1cccnc1)N1CCCC1	11	-1	-6	-13	96	-5	94	97	91	93	96
O=c1c(Cl)c(NC2CC2)cnn1-c1ccccc1	5	0	-6	-8	94	.	98	94	105	99	100
Cc1ccc(Sc2ncnc(N)c2[N+](=O)[O-])cc1	7	-7	9	-10	97	.	100	99	100	105	98
COc1ccc(OC)c(CN2CCCC(C(=O)N3CCCCC3)C2)c1 (configuration not stated)	13	-4	-6	46	100	.	101	103	101	110	104
COC(=O)CN1C(=O)C(O)(CC(=O)c2ccc(C)o2)c2ccccc21 (configuration not stated)	19	0	-12	1	97	.	99	97	97	98	97

Screens as filed in PubChem BioAssay.

Random draw from the library; overall some 2.7% were active at least once.
